KCNK9 block: human KCNK9 channel inhibition | Q9NPC2 | HEK293 KCNK9, FluxOR thallium flux fluorescence; hits give low values | B-score at 10 µM | 1.2% of 310,000 active;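 active = ratio B-score over 3 SD below the library mean, with starting fluorescence within 5 SD of its mean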;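 also: negative B-score means less thallium flux so channel inhibition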
Target sequence (Q9NPC2 whole entry, looked up): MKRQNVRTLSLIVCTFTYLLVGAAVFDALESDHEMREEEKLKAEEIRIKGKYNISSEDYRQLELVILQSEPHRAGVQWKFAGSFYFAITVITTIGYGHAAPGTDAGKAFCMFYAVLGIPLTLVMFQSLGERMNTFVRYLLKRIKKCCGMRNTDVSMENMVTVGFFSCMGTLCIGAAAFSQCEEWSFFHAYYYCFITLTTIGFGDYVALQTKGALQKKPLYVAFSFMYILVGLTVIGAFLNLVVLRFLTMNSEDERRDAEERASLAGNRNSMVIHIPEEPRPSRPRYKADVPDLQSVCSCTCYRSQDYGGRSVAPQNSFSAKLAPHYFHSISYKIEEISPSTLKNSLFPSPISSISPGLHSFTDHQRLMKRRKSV
SKKanGAS inh: blocks kanamycin growth of S. pyogenes SKKanGAS strain; BacTiter-Glo, 6 h; inhibition, % at 7.5 µM; 1.3% of 300,000 active; AID 1662;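 active = mean replicate score, as percent of positive control median, at least 50; inconclusive = mean below 50 but one replicate at or above 50; inactive = mean and every replicate below 50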;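 also: strain carries kanamycin resistance gene driven by streptokinase promoter and grows in 40 µg/ml kanamycin; loss of luminescence reflects streptokinase promoter inhibition or plain growth inhibition; 0% = median of DMSO wells and 100% = positive control at its reference dose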
KCNQ1 inh: human KCNQ1 channel inhibition. 1.3% of 310,000 active. B-score at 10 µM. P51787. CHO-K1 KCNQ1, FluxOR thallium flux fluorescence; hits give high values. AID 2642;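 active = compounds whose thallium flux B-score, printed positive for inhibition, exceeds three library SD while starting fluorescence stays within three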;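 also: channel opened by potassium depolarization with thallium stimulus after 20 min compound exposure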
KCNK3 block: human KCNK3 channel inhibition, primary screen; AID 602410; CHO-KCNK3 thallium flux, FluxOR fluorescence; hits give low values; 0.84% of 340,000 active; O14649; B-score at 10 µM;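 active = B-score under library mean minus 4 SD, starting fluorescence ratio at most library mean plus 5 SD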;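 also: more negative B-score means stronger inhibition of thallium flux through KCNK3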
Target sequence (O14649 whole entry, looked up): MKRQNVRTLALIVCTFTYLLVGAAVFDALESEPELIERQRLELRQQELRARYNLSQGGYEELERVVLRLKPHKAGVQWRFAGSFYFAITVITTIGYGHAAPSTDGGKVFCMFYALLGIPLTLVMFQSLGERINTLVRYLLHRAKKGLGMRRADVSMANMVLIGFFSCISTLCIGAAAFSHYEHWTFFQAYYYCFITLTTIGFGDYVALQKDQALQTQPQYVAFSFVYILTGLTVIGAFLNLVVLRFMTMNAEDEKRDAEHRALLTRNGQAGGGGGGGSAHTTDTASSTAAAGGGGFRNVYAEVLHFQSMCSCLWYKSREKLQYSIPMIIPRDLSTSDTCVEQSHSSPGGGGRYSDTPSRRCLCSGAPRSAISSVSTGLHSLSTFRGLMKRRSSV
ANO1 activ: mouse TMEM16A channel activation, primary screen. Q8BHY3. 0.3% of 340,000 active. HEK293 TMEM16A/YFP-H148Q/I152L, iodide quench fluorescence; hits give low values. B-score at 10 µM;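 active = fluorescence-ratio B-score plate-corrected deviation score at least 3 library SD below zero, with starting fluorescence score within 5 deviations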;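 also: channel opened by trigger with iodide after compound preincubation; score built on the fluorescence ratio of max minus min over baseline; more negative score means more quench and so TMEM16A activation or potentiation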
KCNQ1 pot: potentiates or activates the human KCNQ1 potassium channel. B-score at 10 µM. P51787. 0.35% of 310,000 active. CHO-K1 KCNQ1, thallium flux FluxOR fluorescence; hits give high values;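 active = fluorescence ratio B-score, a plate-corrected score, at least three library SD, with initial intensity B-score within 5 SD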
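Assay system: CHO-K1 cells stably expressing KCNQ1. Medium: assay buffer for compound exposure, DMSO matched across wells. Timing: 37 °C overnight plating, 90-min dark dye load, 20-min compound pretreatment. Signal: kinetic FluxOR fluorescence, 10 s baseline plus 110 s post-stimulus.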
ANO1 block: mouse TMEM16A channel inhibition, primary screen; Q8BHY3; HEK293 TMEM16A/YFP iodide influx fluorescence, ionomycin; normalized B-score (activity score, 25-100; higher = stronger inhibition) at 10 µM; 1.2% of 310,000 active; AID 588511;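 active = ratio plate-corrected score three or more library SD toward inhibition, starting fluorescence score within five deviations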;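 also: score derived from kinetic fluorescence span divided by baseline fluorescence per well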
RGS4 inh: inhibitors of human RGS4 | HEK293 M3R/RGS4 inducible, Fluo-4 calcium flux; hits give high values; triggered by carbachol at its EC20 | 0.45% of 310,000 active | AID 463165 | P49798 | B-score at 10 µM;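 active = B-score, a plate-corrected calcium signal, over three deviations above library mean, with baseline fluorescence within five deviations of library mean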;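 also: RGS4 expression induced by doxycycline in cells with stable M3 receptor; B-score is computed from the integrated fluorescence ratio over baseline after carbachol; higher B-score means a larger calcium signal and so more RGS4 inhibition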
Target sequence (P49798 whole entry, looked up): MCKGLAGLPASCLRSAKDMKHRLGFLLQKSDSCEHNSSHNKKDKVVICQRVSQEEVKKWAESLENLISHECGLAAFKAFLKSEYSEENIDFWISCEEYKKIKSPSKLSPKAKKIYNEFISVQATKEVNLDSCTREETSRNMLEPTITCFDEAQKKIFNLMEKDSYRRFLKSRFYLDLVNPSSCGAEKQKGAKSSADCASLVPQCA
RGS4 pot: potentiators or activators of RGS4; AID 463111; HEK293 M3R/inducible RGS4, carbachol calcium flux Fluo4; hits give low values; B-score at 10 µM; 0.92% of 310,000 active;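 active = B-score of the integrated calcium signal more than 4 SD below the library mean, with starting fluorescence not abnormally high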;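 also: negative B-score means reduced calcium response which marks RGS4 activation or potentiation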
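test system = M3R-expressing HEK293 line, RGS4 induced by doxycycline | probe or stimulus = carbachol at ECmax as muscarinic agonist stimulus | timing = dye loading 30 min 37 °C, buffer rest 30 min RT | signal = calcium dye Fluo4 fluorescence | evaluation = B score from integrated fluorescence ratio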
hERG protect: compounds protecting human hERG from proarrhythmic drug block. Q12809. activation (rescue from dofetilide block), less the hit threshold, % at 10 µM. 0.51% of 310,000 active. CHO-hERG, FluxOR thallium flux, dofetilide IC70 present;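 active = activation above the mean of controls blocked by dofetilide plus 5 SD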;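 also: thallium influx through hERG after potassium depolarization seen as dye fluorescence rise; in these data hits start at about 4.7%; inactives centre near -7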
HDAC3 inhib: blocks human histone deacetylase 3; O15379; 0.15% of 320,000 active; AID 2718; recombinant HDAC3, fluorogenic peptide/trypsin coupled, fluorescence; inhibition, % at 8.3 µM; in the data active = inhibition above about 26%, passing the limit was not always enough; inconclusive = no clear call, values can overlap the other calls
Starred values were filed as active, the others as inactive; i = inactive; ? = inconclusive; . = not tested or not shown. Outcome played no part in choosing rows; overall some 6.3% were active at least once.

Results follow in this order: KCNK9 block, SKKanGAS inh, KCNQ1 inh, KCNK3 block, ANO1 activ, KCNQ1 pot, ANO1 block, RGS4 inh, RGS4 pot, hERG protect, HDAC3 inhib
- Cc1ccc(C(=O)/C=C/c2ccc(-c3ccc(C)cc3)o2)cc1
 : i, 0, i, i, i, i, i, i, i, -8, 3
- COc1ccc(/C=c2/sc3nc(-c4ccccc4)c(-c4ccccc4)n3c2=O)cc1
 : i, -5, i, i, i, i, i, i, i, -5, -4
- Cc1ccc(NC(=O)COC(=O)C2CC2(Cl)Cl)cc1C (stereo not given)
 : i, -6, i, i, i, i, i, i, i, -3, -1
- O=C(COc1ccc(S(=O)(=O)NCc2ccccc2)cc1Cl)NCc1ccccn1
 : i, -2, i, i, i, i, i, i, i, 1, -3
- C[C@@H](CN1C(=O)C(=O)NC[C@@H]1C)NC(=O)CC12CC3CC(CC(C3)C1)C2
 : i, 6, i, i, i, i, i, i, i, 1, -4
- COc1cc(NC(=O)c2cc(C)on2)cc(C(=O)Nc2cccc(C(F)(F)F)c2)c1
 : i, 10, i, i, i, i, i, i, i, -10, ?
- CCOC(=O)/C(=N/Nc1ccc(OC)cc1)N1CCCc2ccccc21
 : i, -7, i, i, i, i, i, i, i, -10, 1
- COCCc1ncc(CN2CCC(C(=O)Nc3cccc(-c4cscn4)c3)CC2)cn1
 : i, 2, i, i, i, i, i, i, i, -2, -2
- O=C(CSc1ccccn1)Nc1cccc(NC(=O)CSc2ccccn2)n1
 : i, 2, i, i, i, i, i, i, i, -10, -3
- CCOC(=O)c1cnn(-c2cc(C)nc3c(-c4ccccc4)cnn23)c1N
 : i, 21, i, i, i, i, i, i, i, -5, -2
- CC1CCCCN1C(=O)CSc1nc2ccccc2[nH]1 (stereo not given)
 : i, -8, i, i, i, i, i, i, i, 0, 2
- O=[N+]([O-])c1cccc(C(=Nc2ccccc2)NO)c1
 : i, -3, i, i, i, i, i, i, i, -3, ?
- O=C(N/N=C\c1ccoc1)c1ccco1
 : i, -3, i, i, i, i, i, i, i, -7, -11
- O=C(Nc1cccc2cccnc12)c1ccccc1Br
 : i, 0, i, i, i, i, i, i, i, -11, 4
- Cc1ccc(S(=O)(=O)NCC(=O)N(CC(=O)NCc2ccco2)Cc2ccc(F)cc2)cc1
 : i, -9, i, i, i, i, i, i, i, -6, 7
- COc1ccc(/C=N/N2CCN(c3ccc(Cl)cc3)CC2)cc1O
 : i, -8, i, i, i, i, i, i, i, 0, 3
- Cc1occc1C(=O)Nc1ccc(S(=O)(=O)N2CCN(C)CC2)cc1
 : i, 1, i, i, i, i, i, i, i, -9, 2
- CS(=O)(=O)c1ccc2nc(NC(=O)CN3CCC(Cc4ccccc4)CC3)sc2c1
 : i, -4, i, i, i, i, i, i, i, -2, -3
- Nc1nonc1-n1nnc(C(=O)N/N=C/c2ccoc2)c1CSc1ccccc1
 : i, -1, i, i, i, i, i, i, i, -8, 3
- Cc1onc(-c2ccccc2Cl)c1C(=O)NCCCN1CCOCC1
 : i, -5, i, i, i, i, i, i, i, -5, 2
- Cc1oc(-c2ccc(F)cc2)nc1CN(Cc1ccccn1)CC1CCCO1 (stereo not given)
 : i, 61*, i, i, i, i, i, i, i, -3, 6
- Cc1cccc(N2CCN(C(=O)c3cccc(N4CCCC4=O)c3)CC2)c1C
 : i, -3, i, i, i, i, i, i, i, -9, -2
- Cc1cc(N/C=C\C(=O)c2ccc(Cl)c(Cl)c2)no1
 : i, 0, i, i, i, i, i, i, i, -5, -2
- FC(F)Sc1ccc(NC(=S)NCc2ccccc2)cc1
 : i, -11, 8*, i, i, i, i, i, i, -8, 10
- O=S(=O)(c1ccccc1)c1cnn(-c2ccccc2)c1-c1ccc(F)cc1
 : i, -3, i, i, i, i, i, i, i, -8, 0
- Cc1cc(C(C)(C)C)oc1C(=O)N(CC(=O)NC1CCCC1)c1c(C)cccc1C
 : i, 9, i, i, i, i, 100*, i, i, -4, 15
- COc1ccc(OCC(=O)NS(=O)(=O)c2ccccc2)cc1
 : i, 1, i, i, i, i, i, i, i, -2, -1
- Cc1ccccc1S(=O)(=O)Oc1ccccc1C(=O)Oc1ccccc1
 : i, 10, i, i, i, i, i, i, i, -10, 2
- Cc1cc(C(C)(C)C)oc1C(=O)N(CC(=O)NC1CCCC1)Cc1ccccc1Cl
 : i, 34, i, i, i, i, i, i, i, -6, 3
- OCCc1ccc(-c2ccc(Cl)cc2)o1
 : i, -9, i, i, i, i, i, i, i, -8, 0
- COc1ccc(S(=O)(=O)Cc2ccc(C(=O)NCc3ccccn3)o2)cc1
 : i, -9, i, i, i, i, i, i, i, -6, -5
- CC1CCN(C(=O)CSc2nc3c(cnn3-c3ccccc3)c(=O)[nH]2)CC1
 : i, 11, i, i, i, i, i, i, i, -1, 4
- O=C(CCC(=O)c1ccccc1)Nc1cccnc1
 : i, -6, i, i, i, i, i, i, i, -4, 0
- CCOC(=O)N1CCN(CCC(=O)Nc2ccccc2)CC1
 : i, -3, i, i, i, i, i, i, i, -3, -7
- C/C(=N\NC(=O)Cn1c(C)nc2ccccc21)c1cccs1
 : i, 7, i, i, i, i, i, i, i, -5, -1
- CCCCC(=O)Nc1c2c(nn1-c1cccc(C)c1C)CS(=O)(=O)C2
 : i, -5, i, i, ., i, i, i, i, -6, -8
- O=C(CN1CCOCC1)Nc1c(Cl)cc(Cl)cc1Cl
 : i, -1, i, i, i, i, i, i, i, -3, -2
- CCc1cccc(C)c1NC(=S)NCC1CCN(c2ccc(OC)cc2)C1 (stereo not given)
 : i, 11, i, i, i, i, i, i, i, -11, -7
- O=C(NNC(=O)c1ccc([N+](=O)[O-])o1)c1ccccc1
 : i, 18, i, i, i, i, i, i, i, -8, 9
- COc1ccc(Br)cc1CN(C)C(=O)c1ccc2c(c1)NC(=O)C(C)S2 (stereo not given)
 : i, -6, i, i, i, i, i, i, i, -8, 11
- Cc1cc(C)c2nc(N3CCCN(C(=O)c4ccco4)CC3)c(C#N)cc2c1
 : i, -1, i, i, i, i, i, i, i, -14, -5
- COc1ccc(Cl)cc1C(=O)Nn1c(C)nc2ccccc2c1=O
 : i, -18, i, i, i, i, i, i, i, -4, -1
- Cc1cc(=O)[nH]c(N2CCCNCC2)n1
 : i, 3, i, i, i, i, i, i, i, -3, 0
- O=C(CCl)NN=C(c1ccccc1)c1ccccc1
 : i, 2, i, i, i, i, i, i, i, -10, 2
- O=c1[nH]c(Nc2ccc3c(c2)OCCO3)nnc1Cc1ccccc1
 : i, 10, i, i, i, i, i, i, i, -11, 0
- Fc1ccc(-[n+]2nc(Nc3ccccc3)sc2-c2c(Cl)cccc2Cl)cc1
 : i, -2, i, i, i, i, i, i, i, -23, 7
- N#CC(Nc1ccccc1)c1ccccc1OCc1ccccc1 (stereo not given)
 : i, 7, i, i, i, i, i, i, i, -10, 5
- CC(C)C(c1nnnn1Cc1ccc2c(c1)OCO2)N1CCN(C)CC1 (stereo not given)
 : i, -2, i, i, i, i, i, i, i, -11, -4
- Cc1nc(NC(=O)c2ccccc2[N+](=O)[O-])sc1C(=O)N(C)C
 : i, -13, i, i, i, i, i, i, i, -14, 4
- CCN(CC)CC#CCC(O)(c1ccccc1)C1CCCCC1 (stereo not given)
 : i, -3, i, i, i, i, i, i, -10*, -19, -1

Next section:
Results follow in this order: KCNK9 block, SKKanGAS inh, KCNQ1 inh, KCNK3 block, ANO1 activ, KCNQ1 pot, ANO1 block, RGS4 inh, RGS4 pot, hERG protect, HDAC3 inhib
- CCN(C(=O)CSc1cc(C)c2ccccc2n1)c1c(N)n(Cc2ccccc2)c(=O)[nH]c1=O
 : i, -9, i, i, i, i, i, i, i, 0, -1
- O=C(COc1ccc2c(c1)OCO2)Nc1nncs1
 : i, -6, i, i, i, i, i, i, i, -6, 1
- Cc1nc(C(=O)NCC(=O)c2ccc(Cl)cc2)c(C(F)(F)F)o1
 : i, -3, i, i, i, i, i, i, i, -4, -3
- Cn1c(=O)c2c(nc(Cl)n2CC(=O)NC2(C#N)CCCCC2)n(C)c1=O
 : i, 15, i, i, i, i, i, i, i, -14, -2
- COc1ccc(N2CC(C(=O)NCCS(=O)(=O)N3CCN(c4ccccc4)CC3)CC2=O)cc1 (stereo not given)
 : i, 4, i, i, i, i, i, i, i, -9, -2
- COc1ccc(S(=O)(=O)Nc2cccc(C(C)=O)c2)cc1Br
 : i, 1, i, i, i, i, i, i, i, -10, 3
- C/C(=N/NC(=O)c1nnn(-c2nonc2N)c1-c1ccccc1)c1ccncc1
 : i, 6, i, i, i, i, i, i, i, -9, 3
- Cc1ccc(S(=O)(=O)Nc2ccccc2F)cc1C(=O)NCCCN1CCCC1=O
 : i, -2, i, i, i, i, i, i, i, -10, 0
- O=C1[C@H]2[C@@H](c3ccc(Cl)cc3)N3C(=O)N(c4cccc(F)c4)C(=O)[C@@]3(Cc3ccccc3)[C@H]2C(=O)N1C1CCCCC1
 : i, 0, i, i, i, i, i, i, i, -1, -2
- Cc1nnc(NC(=O)CSc2ccccc2N)s1
 : i, 1, i, i, i, i, i, i, i, -11, -6
- CC1CN(C(=O)COC(=O)c2ccc(N)c([N+](=O)[O-])c2)CC(C)O1 (stereo not given)
 : i, -4, i, i, i, i, i, i, i, -12, 2
- O=C(O)c1ccc(Cn2cnc3cccnc32)cc1
 : i, -2, i, i, i, i, i, i, i, -5, -1
- CN1C(=O)C(C)(C)c2cc(S(=O)(=O)N3CCCC3C(=O)NCc3ccccc3Cl)ccc21 (stereo not given)
 : i, -1, i, i, i, i, i, i, i, -8, 5
- CCC(C(=O)O/N=C(\N)c1cccc(C)c1)c1ccccc1 (stereo not given)
 : -9.3*, 2, i, -15*, i, i, i, i, -9.5*, -13, 6
- COc1cccc(C(C(=O)NC(C)(C)C)N(C(=O)CCC(=O)Nc2cc(C)on2)C(C)C)c1OC (stereo not given)
 : i, 3, i, i, i, i, i, i, i, -9, .
- O=C(O)CSCC(=O)N1CCN(c2ccnc3cc(Cl)ccc23)CC1
 : i, -4, i, i, i, i, i, i, i, -4, 2
- C#CCNC(=O)C1=C[C@@H](C2CC2)C[C@@H](OCc2ccc(CO)cc2)O1
 : i, 3, i, i, i, i, i, i, i, -7, -10
- CCN(CC)C(=S)SCC(=O)Nc1ccc(S(N)(=O)=O)cc1
 : i, 0, i, i, i, i, i, i, i, -11, 1
- CCOP(=O)(OCC)C(C#N)=C1SCN(c2ccccc2)CS1
 : i, 1, i, i, i, i, i, i, i, -9, 6
